# Source: PubChem
# HTT ATP protect: Huntington cell model cytoprotection by ATP luminescence; AID 1471; 230,000 tested, 0.14% active; Potency, µM (titrated, usually from 56.4 µM), without a hit: cytoprotection (ATP increase), most hits filed as activators; PC12 HTT-Q103 induced, cytoprotection, ATP luminescence, 40 h;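 also: % of control where 0% means no effect; nearly all actives have a fitted effect of over 45% in size; toxic huntingtin expression switched on by the ecdysone agonist tebufenozide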
#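 Rat PC12, Q103 Htt exon1-GFP fusion, ecdysone promoter; tebufenozide inducer 100 nM final; compound titration; qHTS, 1500 cells/well; ATPlite luminescent read.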
# GoLoco inh red: blocks human Gai1 binding to RGS12 GoLoco peptide, red readout. AID 880. Potency, µM (top dose mostly 61.6 µM), for the others: at the top dose activity, negative = inhibition, most hits filed as inhibitors. P63096. Gai1:RGS12 GoLoco peptide FP, rhodamine, 10 min. 230,000 tested, 0.44% active; active = well fitted inhibition curve with a large enough effect, not every such curve was filed as active; inactive = no such curve, though single readings can be large or run the other way; also: % is scaled to controls: 0 for no effect and ±100 for the full control effect; nearly all actives have a fitted effect of over 30% in size; many of its hits are not listed in these tables
# Target sequence (P63096 whole entry, looked up): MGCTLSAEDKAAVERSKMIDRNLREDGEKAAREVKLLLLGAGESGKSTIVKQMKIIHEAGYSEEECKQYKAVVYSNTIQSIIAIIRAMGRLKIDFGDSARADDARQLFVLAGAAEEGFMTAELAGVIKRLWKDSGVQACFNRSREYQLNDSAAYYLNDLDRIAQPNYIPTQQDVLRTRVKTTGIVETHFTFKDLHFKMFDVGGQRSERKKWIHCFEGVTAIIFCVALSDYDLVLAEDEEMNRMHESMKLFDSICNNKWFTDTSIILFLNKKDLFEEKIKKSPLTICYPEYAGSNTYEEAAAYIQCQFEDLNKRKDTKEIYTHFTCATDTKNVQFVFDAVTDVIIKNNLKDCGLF
# GAA glycogen: inhibitors or activators of human alpha-glucosidase glycogen cleavage; P10253; recombinant GAA, glycogen substrate, Amplex Red glucose oxidase fluorescence; Potency, µM (highest dose often 76.4 µM), without a hit: at the top dose activity change, negative = inhibition, hits mostly inhibitors; 300,000 tested, 0.38% active; AID 2100;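 also: 0% = full enzyme reaction and -100% = no-enzyme basal signal; the screen sought inhibitors and activators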
#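 Recombinant human alpha-glucosidase (4 nM final) hydrolysed bovine liver glycogen (30 ug) for 40 min at 37 C in pH 5.0 citrate/phosphate with 0.01% Tween-20. Released glucose detected by glucose oxidase/Amplex Red, Ex 573/Em 610 nm. Compounds up to 77 uM; AC50 from Hill fits.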
# GAA spleen mod: inhibitors or activators of human alpha-glucosidase in spleen homogenate | Potency, µM (doses to about 79.9 µM), without a hit: at the highest dose activity change, negative = inhibition, usual class: inhibitors | human spleen homogenate, 4-MU-alpha-glucoside fluorescence | 240,000 tested, 0.006% active | P10253 | AID 2112;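 also: 0% = enzyme with vehicle and -100% = no enzyme basal signal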
#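 Human spleen homogenate (1 ug) with 4-methylumbelliferyl-alpha-D-glucopyranoside (1 mM final) in 50 mM citrate/phosphate pH 5.0, 0.01% Tween-20; 40 min at 37 C. Stopped at pH 10; 4-MU fluorescence Ex 365/Em 440 nm; AC50 by Hill fit.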
# IMPase Li inh: membrane-permeable IMPase blocker, potentiated with lithium; CHO-M1 cells, IP1 TR-FRET (IP-One), carbachol + lithium; Potency, µM (series often up to 59.4 µM), without a hit: top-dose activity, negative = IMPase inhibition, hits mostly inhibitors; 210,000 tested, 0.35% active; AID 1457;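 also: IP1 builds up when IMPase is blocked and the TR-FRET signal falls; plate controls were basal vehicle for no effect and high inhibitor control for full effect; nearly all actives have a fitted effect of over 50% in size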
#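 Lithium-sensitised IP1 accumulation assay; M1-expressing CHO cells treated 30 min at 37C with compound. Competitive antibody detection by time-resolved FRET followed a 10 min room-temperature lysis step.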
# GAA inhib: inhibitors of human lysosomal alpha-glucosidase | Potency, µM (top dose mostly 76.9 µM), for the others: at the highest dose activity change, negative = inhibition, usual class: inhibitors | 200,000 tested, 0.005% active | purified human GAA, 4-MU-alpha-glucoside fluorescence;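 also: plate controls were uninhibited enzyme wells for no effect and no-enzyme background for full effect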
#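 Enzyme (4 nM final) mixed with compound (up to 77 uM), then 4-MU-alpha-D-pyranoside (400 uM final) added; 20 min at room temperature, pH 5.0. Reaction stopped at pH 10, fluorescence read, AC50 derived by Hill fit.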
# HttQ103 aggreg: mutant huntingtin aggregation inhibition; PC12 HttQ103-GFP aggregates, Acumen cytometry, 40 h; Potency, µM (titrated, usually from 46.1 µM), for inactives: top-dose activity change, negative = inhibition, actives largely listed as inhibitors; 220,000 tested, 1.1% active; also: % is scaled to controls: 0 for no effect and ±100 for the full control effect; nearly all actives have a fitted effect of over 60% in size
#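 PC12/HTTQ103-GFP, ecdysone-inducible; teb 100 nM; cpd qHTS titration; GFP aggregates read on laser cytometer, Ex 488/Em 500-530 nm.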
# * hit, by the source's call; u = inconclusive; x = not tested or not shown; [ ] = another dose, or the depositor's remark. Unless noted, calls follow the shape of the dose curve; as a rule, active = well fitted curve in the direction sought with a large enough effect; inconclusive = small, poorly fitted or top-dose-only effect, or another doubt; inactive = no such curve, though single readings can be large; an effect the other way counts as inactive or inconclusive. Potency is read from the fitted curve at half-maximal effect.
# The first 2 entries, ahead of the listing:
SMILES,HTT ATP protect,GoLoco inh red,GAA glycogen,GAA spleen mod,IMPase Li inh,GAA inhib,HttQ103 aggreg
CCN(CC)CCCN1C(=O)C(O)=C(C(=O)c2ccc(C)o2)C1c1cccs1 (centres undefined),9.0%,11.5%,-7.0%,1.2%,7.9%[38.3 µM],3.1%,28.5%
CSc1nc2nccc(/C=C\c3ccccc3)n2n1,-13.7%,8.8%,2.4%,-10.0%,6.0%[38.3 µM],-5.8%,-0.3%

# Main list (from the top)
SMILES,HTT ATP protect,GoLoco inh red,GAA glycogen,GAA spleen mod,IMPase Li inh,GAA inhib,HttQ103 aggreg
CCN(CC)CCCN1C(=O)C(O)=C(C(=O)c2ccc(C)o2)C1c1cccs1 (centres undefined),9.0%,11.5%,-7.0%,1.2%,7.9%[38.3 µM],3.1%,28.5%
CSc1nc2nccc(/C=C\c3ccccc3)n2n1,-13.7%,8.8%,2.4%,-10.0%,6.0%[38.3 µM],-5.8%,-0.3%
CC1(C)CC(=O)C2=C(C1)NC(=O)CC2C(=O)NCc1ccc(F)cc1 (centres undefined),-6.8%[10 µM],2.3%,3.8%,-7.3%,0.8%,0.8%,-6.8%
O=C(O)c1ccccc1C(=O)NNc1ccc(F)cc1,-8.9%,-18.7%,28.2µM*,2.3%,2.1%[38.3 µM],-8.9%,3.5%
O=c1[nH]c(CSc2nc(-c3ccc(F)cc3)cs2)nc2ccccc12,16.1%[10 µM],-9.8%,11.5%,-8.0%,-0.6%,-0.2%,3.7%
COc1ccc(S(=O)(=O)NCCCCNS(=O)(=O)c2ccc(OC)cc2)cc1,-13.2%[0.074 µM],1.7%,-8.8%,-4.0%,18.0%[38.3 µM],-4.4%,-2.0%
Cc1ccc2c(c1)N(CCC(=O)NCc1ccc3c(c1)OCO3)C(=O)CO2,-6.5%,3.2%,2.0%,-8.3%,-1.0%[38.3 µM],-2.9%,-2.8%
Cc1noc(C(F)(F)F)c1C(=O)NNC(=O)c1cccc(C(F)(F)F)c1,9.2%[10 µM],8.2%,7.4%,-8.4%,x,x,-35.4%[9.22 µM]
Cc1cc(C)c2c(-n3cccc3)c(C(=O)NNS(=O)(=O)c3ccccc3)sc2n1,-11.3%,1.9%,u,3.2%,6.3%[38.3 µM],-0.2%,-2.3%
Cc1ccnc(NC(=O)c2cc([N+](=O)[O-])cc([N+](=O)[O-])c2)c1,-18.1%,0.9%,7.0%,x,-3.9%,-5.1%,20.6%
O=C(O)c1ccc2c(c1)N(Cc1ccccc1F)C(=O)c1ccccc1S2=O (centres undefined),14.7%[10 µM],7.1%,-6.3%,-3.9%,31.4%[activator][38.3 µM],3.0%,7.1%
Cc1cccc(OCc2nnc(SCC(=O)N3CCCC3)n2C)c1,-6.7%,-8.9%,2.6%,0.1%,-8.0%[38.3 µM],-2.7%,0.9%
COC(=O)c1c(NC(=O)CSc2nnc(-c3ccco3)n2Cc2ccccc2)sc(C)c1C,-16.7%,3.9%,-9.3%,-0.6%,40.7%[activator][38.3 µM],-6.7%,13.0%[9.22 µM]
COc1ccc(C(=O)N2CCC3(CC2)CN(CC(C)C)C3)cc1,-19.5%,10.2%,x,3.4%,2.5%,x,x
CCOP(=O)(OCC)C(Nc1cc(Cl)cc(Cl)c1)c1cccc(O)c1 (centres undefined),-3.7%[10 µM],-7.6%,-15.3%,-1.9%,8.4%,2.2%,-1.2%[9.22 µM]
O=C(Cc1ccccc1)N[C@H](c1ccccc1)P(=O)(O)CO,-20.6%[0.074 µM],3.4%,12.7%,-4.5%,-0.2%[38.3 µM],3.1%,2.3%
CC1CC(CCN)(c2ccccc2)C(C)CN1C (centres undefined),-6.6%[10 µM],2.6%,2.3%,11.4%,x,x,-9.3%[9.22 µM]
CCN1CCN(Cc2ccc(NC(=O)c3cc(NC(=O)c4cc5cccc(OC)c5o4)cc(OC)c3)cc2C(F)(F)F)CC1,-3.6%[10 µM],5.1%,-7.4%,0.5%,x,x,31.4%[9.22 µM]
Cc1c(NC(=O)C(C)Sc2nc3ccccc3c(=O)n2CCO)c(=O)n(-c2ccccc2)n1C (centres undefined),9.6%,-6.2%,-4.3%,-0.2%,-2.2%[38.3 µM],2.2%,-5.9%[9.22 µM]
O=c1cc(NCc2ccccc2)nc2n1CCCS2,x,5.3%,0.9%,-0.5%,-10.9%,1.1%,2.6%
Cc1ccc(C(=O)CS(C)(=O)=O)cc1,11.1%,0.5%,0.4%,-5.0%,15.3%[38.3 µM],-8.6%,2.4%
CCOC(=O)C(Sc1n[nH]c(N)n1)c1ccccc1 (centres undefined),5.7%,14.2%,6.0%,-8.8%,20.9%[38.3 µM],-10.1%,-1.1%
Cc1ccc(C)c(OCCCC(=O)Nc2ccc(N3CCOCC3)cc2)c1,-1.2%[10 µM],-8.7%,-15.6%,0.4%,34.8%[38.3 µM],-15.9%,0.8%
CCOc1ccc(C(=O)CSCC(=O)O)cc1,-21.5%,2.1%,0.7%,x,2.2%,-7.0%,7.4%
CS(=O)(=O)N1CCc2cc(C(=O)Nc3ccccc3)ccc21,15.4%[10 µM],9.4%,-8.5%,2.5%,-0.9%,7.9%,13.9%[9.22 µM]
Fc1ccccc1C(c1nnnn1Cc1ccc2c(c1)OCO2)N1CCN(Cc2ccccc2)CC1 (centres undefined),1.0%[10 µM],3.1%,-7.5%,-4.3%,38.0%[38.3 µM],-2.8%,2.2%
CCn1c(=O)cc(OCC(=O)NC(C)c2ccc3c(c2)OCCO3)c2ccccc21 (centres undefined),-3.4%,2.7%,3.0%,-13.7%,19.8%[38.3 µM],-6.5%,32.2%
O=C1NCCN1C(=O)N(c1ccccc1)c1ccccc1,15.3%,-1.1%,5.9%,-3.5%,-10.2%[38.3 µM],1.6%,-2.2%
Cc1cc(C)cc(N(CC(=O)NCC2CCCO2)C(=O)CN2C(=O)COc3ccccc32)c1 (centres undefined),-7.5%,12.6%,-4.5%,2.2%,21.9%[38.3 µM],5.6%,-6.0%
COC(=O)C1=C(C)Nc2nc(SCc3ccccc3)[nH]c(=O)c2C1c1cccs1 (centres undefined),x,8.7%,2.3%,11.2%,0.9%,-2.4%,-20.2%
CCOC(=O)c1sc(NC(=O)c2ccncc2)c(C#N)c1C,x,-3.2%,-0.4%,0.7%,0.9%,-13.8%,20µM*
COc1cc(CCN2C(=O)c3cccc4cccc(c34)C2=O)c(S(=O)(=O)N2CCCCCC2)cc1OC,-1.6%[10 µM],13.0%,6.8%,-2.7%,14.6%,-1.0%,u
CCOC(=O)c1c(NC(=O)CNCC(O)CO)sc(C)c1C (centres undefined),-14.9%[10 µM],3.4%,u,4.7%,6.1%[38.3 µM],-2.6%,9.2%
Nc1ccc(-n2ccnc2)cc1,-13.1%,5.3%,0.3%,-8.8%,3.4%[38.3 µM],-1.5%,-2.1%
O=C(Oc1csc(=S)n1C(=O)c1ccccc1)c1ccccc1,-8.4%,11.7%,-9.8%,-6.6%,32.2%[38.3 µM],-4.7%,-10.0%
O=C(c1cccnc1)N1N=C(C2CCCCC2)CC1(O)C(F)(F)F (centres undefined),-9.2%[10 µM],8.4%,-6.9%,-4.1%,8.7%,-2.0%,-8.5%[9.22 µM]
Nc1cc(=O)[nH]c(SCC(=O)N2N=C(c3ccc4ccccc4c3)CC2c2ccccc2)n1 (centres undefined),-21.0%[10 µM],5.3%,-6.7%,-2.0%,x,x,-17.3%[9.22 µM]
CCCCCCCCSc1nnc(-c2ccc(OC)cc2)o1,2.1%,0.4%,-4.2%,-3.9%,25.9%[38.3 µM],0.7%,1.3%
Cc1cccc(C2=NN(c3ccccc3)[C@H](CO)[C@H]2c2ccccc2)c1,-346.2%[inhibitor],14.4%[88.7 µM],x,u,-16.8%,x,x
COC(=O)COn1c(SCC(=O)OC)nc2ccccc2c1=O,6.9%,-8.3%,0.8%,0.5%,-15.2%[38.3 µM],-0.9%,10.2%

# One compound at a time, as listed above.
# CS(=O)(=O)N1CCc2cc(C(=O)Nc3ccccc3)ccc21 as listed: HTT ATP protect = 15.4%[10 µM]; GoLoco inh red = 9.4%; GAA glycogen = -8.5%; GAA spleen mod = 2.5%; IMPase Li inh = -0.9%; GAA inhib = 7.9%; HttQ103 aggreg = 13.9%[9.22 µM]
# Fc1ccccc1C(c1nnnn1Cc1ccc2c(c1)OCO2)N1CCN(Cc2ccccc2)CC1 (centres undefined) as listed: HTT ATP protect = 1.0%[10 µM]; GoLoco inh red = 3.1%; GAA glycogen = -7.5%; GAA spleen mod = -4.3%; IMPase Li inh = 38.0%[38.3 µM]; GAA inhib = -2.8%; HttQ103 aggreg = 2.2%

# More entries.
SMILES,HTT ATP protect,GoLoco inh red,GAA glycogen,GAA spleen mod,IMPase Li inh,GAA inhib,HttQ103 aggreg
COC(=O)C1=C(C)n2nnnc2NC1c1ccc(Cl)cc1 (centres undefined),-5.1%,7.4%,-0.2%,-6.7%,8.8%[38.3 µM],-4.3%,-6.9%
Cc1[nH]c(=O)c(C#N)c(C)c1Cc1ccc(Cl)cc1Cl,u,9.2%,-5.6%,-2.9%,u,6.9%,-9.0%
COc1ccc(Oc2ncc3nc(-c4cccs4)c(=O)n(CCC#N)c3n2)cc1,18.5%,1.0%,x,6.4%,10.8%,x,x
O=C(c1ccco1)N1CCN(C(=O)C2CCCO2)CC1 (centres undefined),18.9%[10 µM],2.4%,5.2%,-6.6%,-0.4%,5.7%,2.1%
COc1ccc(Cc2nnc(NC(=O)C(C)(C)C)s2)cc1,-0.8%[10 µM],7.7%,-8.4%,6.3%,4.5%,3.8%,2.5%[9.22 µM]
CCCCNC(=O)[C@H](CSCc1ccccc1)N1Cc2ccccc2C1=O,x,2.5%,1.3%,2.9%,11.5%,5.4%,-0.1%
CN(C)S(=O)(=O)c1ccc(NC(=O)Cc2ccc(S(=O)(=O)N3CCOCC3)s2)cc1,-41.2%[inhibitor],12.1%,0.7%,-0.9%,2.3%,u,-3.1%
Cc1[nH]n(-c2ccccc2)c(=O)c1C(c1ccccc1C(=O)O)c1c(C)[nH]n(-c2ccccc2)c1=O,x,1.4%,-3.1%,-4.1%,8.2%,-4.6%,16.1%
C=CCOc1ccc(Br)cc1CNC(C)(C)CO,-12.9%,1.1%,-4.0%,-4.5%,3.9%,1.7%,5.1%
COC(=O)c1cc2sc(Cl)cc2n1CC(=O)Nc1ccc(OC)c(OC)c1OC,10.5%,12.2%,-3.3%,4.8%,14.3%[38.3 µM],-7.8%,12.1%
CCC(C)n1c(SCC(=O)Nc2cc(C(C)(C)C)nn2-c2ccccc2)nc2ccccc2c1=O (centres undefined),18.5%[10 µM],-0.6%,-3.9%,1.5%,8.2%,-9.1%,-19.3%

# A portion of the library (hit frequency here may not be typical).
